ALOX12 inhib – blocks human 12-lipoxygenase activity | purified 12-hLO, xylenol orange hydroperoxide absorbance | Potency, µM (doses to about 57.1 µM), without a hit: top-dose activity change, negative = inhibition, usual class: inhibitors | hit rate 0.12% among 150,000 | AID 1452; further: potency means the concentration at half of the fitted maximal effect; nearly all actives have a fitted effect of over 55% in size; many of its hits are not listed in these tables
Target sequence (P18054 whole entry, looked up): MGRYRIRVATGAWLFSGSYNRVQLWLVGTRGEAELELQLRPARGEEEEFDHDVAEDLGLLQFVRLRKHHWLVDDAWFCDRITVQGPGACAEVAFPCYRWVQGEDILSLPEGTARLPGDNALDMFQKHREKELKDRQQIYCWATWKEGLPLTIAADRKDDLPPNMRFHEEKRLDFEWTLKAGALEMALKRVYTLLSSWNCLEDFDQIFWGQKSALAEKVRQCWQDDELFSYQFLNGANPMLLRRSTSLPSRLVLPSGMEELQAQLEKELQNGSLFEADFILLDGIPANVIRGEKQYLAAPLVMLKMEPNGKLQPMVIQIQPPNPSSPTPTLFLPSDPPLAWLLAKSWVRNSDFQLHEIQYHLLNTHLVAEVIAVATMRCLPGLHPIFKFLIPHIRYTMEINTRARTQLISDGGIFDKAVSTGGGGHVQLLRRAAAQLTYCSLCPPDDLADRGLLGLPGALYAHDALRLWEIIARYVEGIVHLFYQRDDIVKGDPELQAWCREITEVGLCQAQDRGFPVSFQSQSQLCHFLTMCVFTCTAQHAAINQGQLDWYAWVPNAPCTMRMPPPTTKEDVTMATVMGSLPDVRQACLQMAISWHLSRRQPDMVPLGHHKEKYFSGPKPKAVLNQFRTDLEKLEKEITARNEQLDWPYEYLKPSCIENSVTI
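Hydroperoxide formation by human 12-lipoxygenase from 40 uM arachidonic acid was followed colorimetrically via ferric-xylenol orange complex, using the 573/405 nm absorbance ratio. Enzyme concentration was 150 nM, with 30 min reaction at room temperature.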
IMPase inh – membrane-permeable compound that blocks inositol monophosphatase. inhibition (IP1 accumulation), % at 46.1 µM. P97697. CHO-M1 cells, IP1 accumulation, HTRF TR-FRET ratio. AID 901. 120,000 tested, under 10 active; active means well fitted curve in the direction sought with a large enough effect in the signal ratio, not every such curve was filed as active; inconclusive means small, poorly fitted or top-dose-only effect, or a change in a side signal; inactive means no such curve, though single readings can be large or run the other way; the % refers to the signal ratio;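 further: cells stimulated with carbachol in lithium chloride buffer; plate controls were DMSO basal wells for no effect and reference inhibitor wells for full effect; higher means more IMPase inhibition seen as more IP1 and lower FRET ratio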
Target sequence (P97697 whole entry, looked up): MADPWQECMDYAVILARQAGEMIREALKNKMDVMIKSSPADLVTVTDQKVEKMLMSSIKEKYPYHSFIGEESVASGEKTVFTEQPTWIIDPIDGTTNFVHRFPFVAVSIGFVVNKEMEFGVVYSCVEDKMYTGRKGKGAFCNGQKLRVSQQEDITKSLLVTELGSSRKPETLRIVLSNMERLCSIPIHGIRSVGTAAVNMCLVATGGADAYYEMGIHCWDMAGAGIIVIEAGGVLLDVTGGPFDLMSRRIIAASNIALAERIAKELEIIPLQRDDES
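Seeded CHO-M1 cells were dosed with compound at up to 46 uM, stimulated with carbachol for 30 min, then lysed in IP-One detection reagents. Higher IP1 lowers the TR-FRET signal.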
ALOX15B inhib – inhibitors of human 15-lipoxygenase 2 (ALOX15B). purified 15hLO-2, xylenol orange hydroperoxide absorbance. Potency, µM (highest dose often 57.1 µM), for inactives: at the top dose activity change, negative = inhibition, most hits filed as inhibitors. hit rate 0.56% among 110,000; further: potency means the concentration at half of the fitted maximal effect; nearly all actives have a fitted effect of over 60% in size; many of its hits are not listed in these tables
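Screening format was qHTS against 50 nM purified 15hLO-2 in Hepes pH 7.5 with detergent. Activity follows hydroperoxide formation from 45 uM arachidonic acid, measured as 573:405 nm absorbance ratio of the ferric-xylenol orange complex.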
PNC inhibitor – blocks assembly of the perinucleolar compartment. PC3M PTB-GFP, PNC prevalence imaging, 16 h; stronger effect = lower value. activity change (PNC), negative = inhibition, % at 10 µM. hit rate 3.1% among 140,000. AID 2417;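 active means readout at or below -70, meaning at least 70% loss of cells showing the perinucleolar compartment, a nuclear body marking cancer cells; inconclusive means readout between -30 and a set limit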;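 further: plate controls were DMSO wells for no effect and camptothecin positive control wells for full effect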
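Compounds are pinned in duplicate onto adhered PC3M cells stably expressing GFP-tagged PTB and incubated 16 h at 37 C. Cells are then fixed, nuclei stained with Hoechst, and PNC-positive cells counted.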
The depositor's hits bear a star; ? = inconclusive; nt = no result given; & = joins results of further samples; [ ] = another dose, or the depositor's remark. Unless noted, the call rests on the fitted dose curve; in most records, active means well fitted curve in the direction sought with a large enough effect; inconclusive means small, poorly fitted or top-dose-only effect, or another doubt; inactive means no such curve, though single readings can be large; an effect the other way counts as inactive or inconclusive. Unless noted, on the % scale 0 is the no-effect control and ±100 the full control effect. These rows are one share of the data; the hit share may differ from the screen's.

SMILES | ALOX12 inhib | IMPase inh | ALOX15B inhib | PNC inhibitor
Fc1ccccc1NC(=S)NCc1ccc2c(c1)OCO2 | -5% | nt | nt | 1
CCc1cc2c(N3CCN(c4ccccc4)CC3)ncnc2s1 | -10% | 17 | 12% | 34
CN(C)S(=O)(=O)N1CCCN(S(=O)(=O)N(C)C)CC1 | -1% | -8 | -5% | ?
CC(C)(C)C(=O)NC(=S)NNC(=O)c1sc2ccccc2c1Cl | -2% | -4 | nt | -112*
CC(=O)C1=C(O)C(=O)N(c2ccc(C)cc2)C1c1ccccn1 (stereo not drawn) | -5% | ? | nt | ?
CCOC(=O)c1c(CN2CCN(Cc3ccccc3)CC2)n(C)c2cc(Br)c(OC)cc12 | -8% | 1 | 20% | 7
Cc1ccc(NC(=O)C2CCCN(S(=O)(=O)c3cccs3)C2)cc1 (stereo not drawn) | -9% | 5 | -1% | 10
Cc1nnc2n(C3CCCCC3)c(=O)c3c4c(sc3n12)COC(C)(C)C4 | -2% | 1 | -6% | 4
O=C(NC(=S)NNC(=O)c1cccs1)c1ccco1 | -2% | 8 | 25% | 26
O=C(Cn1cnc2ccccc2c1=O)NCc1ccc2c(c1)OCO2 | 6% | 1 | -4% | -9
Cc1cccc(Oc2ncnc(N)c2[N+](=O)[O-])c1 | -1% | 1 | nt | 25
CCc1c(C(C)S(=O)(=O)c2ccc(C)cc2)[nH]c(=O)n1-c1ccc(C)cc1 (stereo not drawn) | -9% | 4 | -15% | -16
COc1ccc(-c2nsc3c(N4CCCC4)ncnc23)cc1 | 7% | 2 | -3% | ?
CC(C)Cn1c(=O)n(C)c(=O)c2[nH]cnc21 | 1%&-2%&-5% | -1 | -10%&11%&6% | nt
CCCC(=O)N=C1SC2CS(=O)(=O)CC2N1c1ccc(CC)cc1 (stereo not drawn) | 7% | -3 | 16% | 15
COC(=O)c1ccc(CSc2nnc(NCc3ccccc3)s2)o1 | -1% | -4 | -8% | -29
Cc1ccc(SCc2c(-c3ccccc3)nn(C)c2Cl)cc1 | -2% | 7 | 9% | -5
Clc1ccc(/C=N/Nc2nnc(-c3ncc[nH]3)c3ccccc23)cc1 | -2% | 11 | -12% | 38
COCc1cc(C)nc(N2CCOCC2)c1C#N | -3% | 0 | 5% | 0
O=C1CN=CN=CN1c1ccc(Cl)cc1Cl | -1% | nt | nt | 54
O=C(c1ccc(S(=O)(=O)NCC2CCCO2)cc1)N1CCc2ccccc21 (stereo not drawn) | 2% | 2 | -4% | -4
CCCc1nnc(SCCSc2nnc(CCC)n2N)n1N | 5% | 2 | 1% | -6
O=c1c(-c2ccc(F)cc2)nc2cnc(Oc3ccccc3)nc2n1C[C@H]1CCCO1 | -4% | nt | -5% | nt
CCOc1ccc(S(=O)(=O)NCc2csc(C)n2)cc1 | -7% | 9 | 2% | -91*
Cc1cc(C)cc(Oc2ccccc2/C=C\C(=O)O)c1 | 3% | 1 | -5% | -86*
CCCc1cc(=O)[nH]c(SCC(=O)N2CCN(S(=O)(=O)c3ccc4ccccc4c3)CC2)n1 | -1% | nt | nt | -10
CC(C)(C)c1ccc(CSc2nnc(-c3ccccc3NC(=O)c3ccccc3)o2)cc1 | -1% | nt | nt | 61
COc1cc(OC)cc(C(=O)Nn2cc(C(=O)Nc3ccc(F)cc3F)c3ccccc3c2=O)c1 | -5% | nt | nt | 30
O=C(N/N=C\C=C\c1ccc2c(c1)OCO2)C1COc2ccccc2O1 (stereo not drawn) | -6% | nt | nt | ?
CCOc1ccc(N2CCCn3c2nc2c3c(=O)n(CCc3ccccc3)c(=O)n2C)cc1 | -2% | 7 | -18% | 23

As entered above:
Value for CCCc1nnc(SCCSc2nnc(CCC)n2N)n1N in IMPase inh: 2
Value for CCOc1ccc(S(=O)(=O)NCc2csc(C)n2)cc1 in IMPase inh: 9
Value for CCCc1cc(=O)[nH]c(SCC(=O)N2CCN(S(=O)(=O)c3ccc4ccccc4c3)CC2)n1 in PNC inhibitor: -10
Value for Cc1cc(C)cc(Oc2ccccc2/C=C\C(=O)O)c1 in IMPase inh: 1
Value for CC(C)(C)c1ccc(CSc2nnc(-c3ccccc3NC(=O)c3ccccc3)o2)cc1 in PNC inhibitor: 61
Value for CCOc1ccc(N2CCCn3c2nc2c3c(=O)n(CCc3ccccc3)c(=O)n2C)cc1 in ALOX15B inhib: -18%
Value for COc1cc(OC)cc(C(=O)Nn2cc(C(=O)Nc3ccc(F)cc3F)c3ccccc3c2=O)c1 in ALOX12 inhib: -5%

Next section
SMILES | ALOX12 inhib | IMPase inh | ALOX15B inhib | PNC inhibitor
Cc1cccc(NC(=S)NC2CC3CCCC(C2)N3Cc2cccs2)c1C (stereo not drawn) | -4% | 7 | -15% | 70
CCOC(=O)c1c(C)nn(Cc2ccccc2)c1N | 4% | -8 | -1% | 30
COC(=O)c1ccccc1NC(=O)C1CCN(S(C)(=O)=O)CC1 | -2% | 13[1.84 µM] | -2%[11.4 µM] | -29
O=C(c1ccco1)N1CCN=C1SCc1cccc(Cl)c1 | 3% | 7 | 5% | 14
c1nnn(C23CC4CC(CC(C4)C2)C3)n1 | 0% | 2 | 0% | 4
O=C(c1ccc(CN2CCOCC2)cc1)N1CCN(c2ccccc2F)CC1 | -1% | 1 | 5% | 26
O=C(Oc1cccc(N2C(=O)CCC2=O)c1)c1ccccc1 | 2% | 2 | nt | -5
Cc1ccc2nc(NNC(=O)c3ccc(S(=O)(=O)N4CCc5ccccc5C4)cc3)sc2c1 | 4% | nt | nt | 41
CC(C)(C)C(=O)NC(=S)N1CCCC1 | -2% | nt | nt | 65
Cc1ccccc1-n1c(O)c(/C=C/C=Nc2ccccc2)c(=O)[nH]c1=O | -6% | nt | nt | ?
COc1cc(C=O)ccc1OCCOCCOc1cc(C)ccc1Cl | -5% | -1 | 1% | -1
COc1ccc(C2N=C(c3ccccc3)C(C)(C)N2O)cc1 (stereo not drawn) | 5% | 5 | ? | ?
COc1ccc(CCN(C)CCC[C@@](C#N)(c2cc(OC)c(OC)c(OC)c2)C(C)C)cc1OC | -3% | 9 | 27% | nt
Cc1cc(C(=O)N/N=C/c2ccc(Cl)c([N+](=O)[O-])c2)c(C)n1-c1ccc(F)cc1 | -1% | nt | nt | ?
CSc1n[nH]c(NCc2ccc(Cl)cc2)n1 | 3% | -1 | nt | -7
CCN1CCC[C@H]1CNC(=O)c1c(OC)ccc(Br)c1OC | 2% | 0 | 19% | nt
c1coc(-c2nnc(SCc3cn4ccccc4n3)o2)c1 | 6% | 5 | 1% | -13
O=C(c1cc(-c2cccs2)on1)N1CCc2ccccc2C1 | -5% | -2 | nt | 179
COc1ccc(NC(=O)C(NC(C)=O)C(=O)NCc2ccccc2)cc1 (stereo not drawn) | 4% | -2 | 7% | 74
Cc1ccc(NC(=S)Nc2ncccc2C)c(C)c1 | 18µM* | -1 | 7.9µM* | -3
Cc1ccc2c(CSc3nnc(C4CC4)n3N)cc(=O)oc2c1 | -11% | -4 | -3% | -7
Cc1sc2nc(C(C)C)nc(SCC(=O)NCc3ccco3)c2c1C | -13% | 2 | -17% | 14
CC1CCN(C(=O)C2CCC(C)(C(=O)O)C2(C)C)CC1 (stereo not drawn) | 0% | nt | nt | 33
CCOC(=O)N1CCN(C(=O)CN(c2ccc(Cl)c(C(F)(F)F)c2)S(C)(=O)=O)CC1 | -1% | 4 | -3% | -21
O=C(Cn1nnc(-c2ccc(Cl)cc2)n1)NC1CC2CCC1C2 (stereo not drawn) | 3% | -4 | -3% | ?
O=C(COC(=O)c1ccccn1)Nc1ccccc1Cl | -3% | -1 | 3% | 0
Cc1cc2cc(C(c3nnnn3C(C)(C)C)N(Cc3ccco3)CC3CCCO3)c(=O)[nH]c2cc1C (stereo not drawn) | -8% | 7 | 4% | -8
CCC(C)Sc1nc2c(cnn2-c2ccccc2)c(=O)[nH]1 (stereo not drawn) | -8% | 4 | nt | 54
CCC(CO)NCc1cc(OC)c(OCC(=O)NCCc2ccccc2)cc1Br (stereo not drawn) | 3% | nt | nt | 56
CC/C(=N/Nc1ccccc1C)c1cnnc(SC)n1 | -6% | nt | nt | 16
CC(C)=CC(=O)Nc1nnc(C)s1 | 0% | -1 | nt | -108*
Cc1cc(C(=O)CSC(=S)SC(C)(C)C)ccc1Cl | 9%[11.4 µM] | nt | -8%[11.4 µM] | nt
Cc1cc(=O)n2c(ccc3ccccc32)c1C#N | 1% | -1 | -8% | -3
COc1ccccc1CNC(=O)CN1C(=O)C(C)N(c2ccc(C)cc2)C1=O (stereo not drawn) | -2% | 3 | -6% | 31
O=C(NCCCN1CCCC1=O)c1ccc2c(c1)NC(=O)c1ccccc1S2 | 3% | 1 | 5% | ?
CCn1c(C)cc(/C=C2/NC(=O)N(CC(=O)Nc3cccc(C)c3)C2=O)c1C | -3% | 2 | nt | ?
Cc1c(C(=O)OCC(=O)NCCN2C(=O)CSC2=O)oc2c1ccc1ccccc12 | -1% | nt | nt | ?
COC(C)(C)[C@]12CC(O)(c3ccccc3)ON1[C@H]1CCCCC1N2O (stereo partly drawn) | -4% | -4 | -9% | -19
CCCCCNC(=O)C(C)NS(=O)(=O)c1ccc(OC)cc1 (stereo not drawn) | -2% | -18 | -16% | -7
COCCNC(=O)C1CCCN(c2ncccn2)C1 (stereo not drawn) | 1% | -5 | 12% | ?

Among those listed so far, 3 have bromine.
SMILES | ALOX12 inhib | IMPase inh | ALOX15B inhib | PNC inhibitor
CCOC(=O)c1c(CN2CCN(Cc3ccccc3)CC2)n(C)c2cc(Br)c(OC)cc12 | -8% | 1 | 20% | 7
CCN1CCC[C@H]1CNC(=O)c1c(OC)ccc(Br)c1OC | 2% | 0 | 19% | nt
CCC(CO)NCc1cc(OC)c(OCC(=O)NCCc2ccccc2)cc1Br (stereo not drawn) | 3% | nt | nt | 56

Next section:
SMILES | ALOX12 inhib | IMPase inh | ALOX15B inhib | PNC inhibitor
CCCCNC(=O)C1CCN(Cc2ccccn2)CC1 | -3% | 2 | 4% | 2
CCOC(=O)C1(Nc2nccs2)Sc2ccccc2NC1=O (stereo not drawn) | 0% | 10 | -3% | 12
C/C(=C\C(=O)c1cccnc1)Nc1ccc(O)cc1 | 27% | -5 | 0% | 5
Cc1ccc(-c2nnc3ccc(SC(C)C(=O)O)nn23)cc1 (stereo not drawn) | -19% | 4 | ? | ?
O=C(c1cc2ccccc2c(=O)o1)N1CCCc2ccccc21 | -4% | 1 | 0% | -29
CCOC(=O)c1ccc(CS(=O)c2ccc(Cl)cc2)o1 (stereo not drawn) | -10% | 5 | -5% | 9
O=C(CCS(=O)(=O)c1ccc(Br)s1)N1CCc2ccccc21 | -3% | 4 | 0% | ?
Cc1ccc(N(C(C)C(=O)Nc2ccc3c(c2)OCO3)S(C)(=O)=O)cc1 (stereo not drawn) | -5% | 7 | -9% | ?
CCc1cc2cccc(C)c2nc1SCC(=O)NNC(=O)c1ccco1 | -1% | -3[1.84 µM] | -3%[11.4 µM] | -11
CCn1c(COc2ccc(=O)n(-c3ccccc3)n2)nnc1SCc1cccc(OC)c1 | -3% | ? | 19% | ?
N/C(=N\OC(=O)COc1ccc2ccccc2c1)c1ccccn1 | 0% | -1 | 1% | 22

Laid out differently: 2 of the compounds above.
The line under a structure holds: ALOX12 inhib	IMPase inh	ALOX15B inhib	PNC inhibitor
> O=C(CCS(=O)(=O)c1ccc(Br)s1)N1CCc2ccccc21
 : -3%	4	0%	?
> Cc1ccc(N(C(C)C(=O)Nc2ccc3c(c2)OCO3)S(C)(=O)=O)cc1 (stereo not drawn)
 : -5%	7	-9%	?

High-throughput results: PubChem BioAssay, National Center for Advancing Translational Sciences (NCATS)
